# ERK EGF block – qHTS Assay for Inhibitors of the ERK Signaling Pathway using a Homogeneous Screening Assay; Stimulation with EGF; Potency, µM (series often up to 11.5 µM), inactives show at the top dose activity change, negative = inhibition, most hits filed as inhibitors; hit rate 0.41% among 130,000; HEK293-V1b, EGF-stimulated phospho-ERK AlphaScreen; AID 1454, 2008; active = well fitted inhibition curve with a large enough effect; inconclusive = small, poorly fitted or top-dose-only effect, or effect the other way;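 note: plate controls were stimulated vehicle wells for no effect and unstimulated vehicle basal for full effect; nearly all actives have a fitted effect of over 55% in size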
#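 EGF-stimulated (25 nM, 5 min) phospho-ERK in HEK293 cells stably expressing V1b, cells pretreated 30 min with compound at 37C. Homogeneous AlphaScreen read on lysates.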
# Active calls of the source: *; ? = inconclusive; [ ] = remark or other dose. Potency is the fitted concentration of half-maximal effect.
ERK EGF block | SMILES
-6.2% | Nc1nnc(SCC(=O)Nc2cccc(S(N)(=O)=O)c2)s1
-3.1% | Cc1nc2ccccn2c1C(=O)NN=C1CCCC1
14.2%[57.5 µM] | Cc1nn(-c2ccccc2)c2c1cc1c(=O)n(C)c(=O)nc-1n2-c1ccccc1F
2.4% | O=C(/C=C/c1ccc2c(c1)OCO2)Nc1nc(-c2ccc(F)cc2F)cs1
-5.5% | COc1ccc(S(=O)(=O)N2CCCCC2)cc1NC(=O)c1ccc2ccccc2n1
-0.3% | COC(=O)c1cccc([N+](=O)[O-])c1CS(=O)(=O)c1ccc(C)cc1
3.6% | CC(NC(=O)c1ccc([N+](=O)[O-])cc1[N+](=O)[O-])c1ccc(-c2ccccc2)cc1 (configuration not stated)
-0.5% | O=C(NCCc1ccc(Cl)cc1)c1n[nH]c2ccccc12
-8.9%[57.5 µM] | Cc1c(C(=O)Nc2ccc(F)cc2)cn2c(nc3ccccc32)c1C#N
1.6% | N#Cc1c2c(c[nH]c1=O)CCN2Cc1ccccc1
29.5% | CS(=O)(=O)Nc1cccc(-c2nc(NCc3cccnc3)c3ccccc3n2)c1
-4.4%[57.5 µM] | CCOC(=O)C(=Cc1ccccc1OC)C(=O)OCC
1.8% | CCOC(=O)CN1C(=O)SC(Nc2ccc(C)cc2)C1=O (configuration not stated)
-7.4%[57.5 µM] | COc1ccc(C2CN=NC23CCc2ccccc2C3=O)cc1 (configuration not stated)
3.9% | Cc1ccc(CN=c2c([N+](=O)[O-])nn(-c3cccc(C)c3)n2O)cc1
4.9% | Cc1cc(SC(C)C(=O)NCC(=O)Nc2ccc(F)c(F)c2F)nc2ccccc12 (configuration not stated)
-1.7% | CSc1nc2c(c(=O)[nH]1)C(c1ccccc1)C1=C(CC(C)(C)CC1=O)N2 (configuration not stated)
? | Brc1ccc(C=Nc2ccc(Nc3ccccc3)cc2)s1
-2.3% | COc1ccc2c(CC(=O)Nc3ccc(OC)c(S(=O)(=O)N4CCOCC4)c3)coc2c1
8.1% | O=Cc1ccsc1B(O)O
1.1% | CC(C)CCN1CCN(Cc2cccn2-c2cccnc2)CC1CCO (configuration not stated)
? | CCOC(=O)c1ccccc1NC(=S)N1CCN(C2CCCCC2)CC1
8.1%[57.5 µM] | CCOC(=O)c1sc(S(C)(=O)=O)c2c1CC(C)(C)C/C2=N/O
? | COc1ccc(CNS(=O)(=O)c2ccc(F)c(C(=O)Nc3ccc(OC)cc3)c2)cc1
3.3% | Cc1ccc(C(=O)NC(=S)Nc2ccccc2C(F)(F)F)c(C)c1
6.4% | CCOC(=O)/C(O)=C(\C#N)c1nc2ccccc2[nH]1
-0.7%[57.5 µM] | COc1ccc(NS(=O)(=O)c2ccc(O)c(NC(=O)c3ccc(S(=O)(=O)N4CCCC4)cc3)c2)cc1
7.5% | CC(O)[C@@H](O)[C@H]1CNc2nc(N)[nH]c(=O)c2N1 (some centres not stated)
-1.9% | O=C(Nc1ccccc1NS(=O)(=O)c1ccc(F)cc1)C1CCC1
-2.6% | NCCC[C@@H](CC(=O)N[C@@H]1CCNC[C@H]1C(=O)N[C@H](CC(=O)N[C@@H](CCC(=O)O)CC(=O)O)Cc1c[nH]c2ccccc12)NC(=O)C[C@H](Cc1c[nH]c2ccccc12)NC(=O)[C@@H]1CCCC[C@H]1N
3.7%[57.5 µM] | COc1ccc(NC(=O)c2c(C)noc2-c2snnc2C)cc1
-0.1% | COc1ccc(CN(C(=O)CCC(=O)N2CCCCC2)c2nccs2)cc1OC
-1.3% | COc1ccc(C(C)NC(=O)c2ccccc2Br)cc1OC (configuration not stated)
-0.2% | Cc1csc(SCC(=O)NCc2cccc(Cl)c2)n1
-7.5%[57.5 µM] | O=C1C=C(O)c2c(O)cccc2C1=O
-2.8%[57.5 µM] | CC(C)C[C@H](NC(=O)c1[nH]cnc1C(=O)N[C@@H](C)C(=O)OC(C)(C)C)C(=O)OC(C)(C)C
-8.5% | COc1ccc(CCNC(=O)COc2ccc([N+](=O)[O-])cc2)cc1
-0.4%[57.5 µM] | C[C@@]12CCC=C[C@H]1[C@H](c1ccc(F)c(/C=C/c3ccccc3)c1)N(Cc1ccccc1)C2=O
5.2% | c1ccc(CN2CCN(Cc3cn4cccnc4n3)CC2)cc1
5.9% | O=C(COC(=O)c1ccccc1Cl)NCCC1=CCCCC1
-15.0%[57.5 µM] | Cc1cccc(C)c1NC(=O)CSc1nnc(NC(=O)c2ccccc2C(=O)O)s1
0.6% | CC1=NN(C(=O)c2ccc(C)o2)C(O)(c2ccccc2)C1 (configuration not stated)
-2.9% | Cn1c(=O)c2c(nc(CN3CCN(c4ccccc4F)CC3)n2CCN2CCOCC2)n(C)c1=O
4.3% | CCOC(=O)c1ccc(S(=O)(=O)NCCN(CC)CC)cc1
0.0% | COc1nc(-c2cnccn2)sc1C
-0.6%[57.5 µM] | CC(O)Cn1cnc2c1c(=O)n(C)c(=O)n2C (configuration not stated)
-7.7% | CCn1cc(C(=O)N2CCN(c3ccc(C(C)=O)cc3)CC2)c2cc(OC)c(OC)cc2c1=O
-0.2% | CCC(=O)NC(c1cccc([N+](=O)[O-])c1)c1c(O)ccc2ccccc12 (configuration not stated)
9.4% | COc1ccc(CN2CCNC(=O)C2CC(=O)NCc2ccc(C)s2)c(OC)c1 (configuration not stated)
-12.7% | COc1ccc(/C=C/C(=O)NCC2COc3ccccc3O2)cc1OC (configuration not stated)
-4.1% | COc1ccccc1NC(=O)N1CCC(c2nc3ccccc3o2)CC1
-4.5% | CCNc1nc(Oc2ccc(C(=O)OCC)cc2)nc(N2CCOCC2)n1
2.7% | O=C(Nc1ccc(N2CCCC2)c(Cl)c1)c1ccccc1[N+](=O)[O-]
-0.9% | Cc1nnc(SCC(=O)N2CCCCCC2)n(N)c1=O
-11.3%[57.5 µM] | CC(C)C[C@H](NC(=O)c1nc[nH]c1C(=O)NCc1ccccc1)C(=O)OCc1ccccc1
11.8% | COCCn1c(=O)c(-c2cccs2)nc2cnc(OCc3ccccc3)nc21
1.3% | O=[N+]([O-])c1cnc2ccccc2c1
0.6% | Cc1ccc(C2=NN(C(=O)CCC(=O)O)C(c3cn(-c4ccccc4)nc3-c3ccc(C)cc3)C2)cc1 (configuration not stated)
-5.0% | O=C(CN1CCCCCC1)NCc1ccccc1
-20.2%[57.5 µM] | O=C(O)c1ccc2c(c1)C(=O)N(c1nccs1)C2=O

# (further entries)
ERK EGF block | SMILES
-2.0% | CCN1CCSc2ccc(C(=O)Nc3ccc(NC(C)=O)cc3)cc21
-17.5% | O=C(NCc1ccc2[nH]c3c(c2c1)CCCC3)c1ccc(S(=O)(=O)N2CCCCC2)cc1
-7.8%[57.5 µM] | COc1cccc(N2CN(C3CCCCC3)CNC2=S)c1
-1.8% | Cn1c(Cn2c(=O)sc3ccccc32)nnc1SCC(=O)N1CCCc2ccccc21
-5.8% | O=C1NS(=O)(=O)c2ccccc21
11.9% | COc1ccc(-c2cn3c(C)c(C(=O)Nc4cc(NC(C)=O)ccc4OC)sc3n2)cc1
-3.2%[57.5 µM] | O=S(=O)(c1ccccc1)c1cnc(-c2ccccc2)nc1N1CCCC1
-9.1% | Cc1c(C#N)c(NC(=O)CCl)n(Cc2ccccc2)c1C
3.4% | Cc1cc(C(=O)NC(C)CCC(C)C)c2ccccc2n1 (configuration not stated)
? | COc1cc(O)c(C(CC(=O)N2CCCC(C)C2)c2ccc(N(C)C)cc2)c(OC)c1 (configuration not stated)
5.8% | O=C(NC1CC2CCCC(C1)N2Cc1cccs1)c1ccc([N+](=O)[O-])cc1 (configuration not stated)
-12.4% | CCCN(CCC)C(=O)C[n+]1cccc(/C=N/O)c1
2.1% | Nc1nc2ccc(Cl)cc2c2nc(-c3ccco3)nn12
-2.5% | CC(Cc1cccs1)NC(=S)Nc1ccccc1 (configuration not stated)
3.2% | COc1ccc(/C(C)=N/NC(=S)Nc2cc(C)ccc2C)cc1
-4.8%[57.5 µM] | CCN(Cc1ccccc1)C1CCN(Cc2ccc(SC)cc2)CC1
-2.5% | CC(C)COP(=O)(OCC(C)C)C(Nc1ccccc1)c1ccc(F)cc1 (configuration not stated)
-4.4% | CCCCn1c(N)c(N2CCOCC2)c(=O)n(CC(=O)NCCc2ccccc2)c1=O
0.0% | COc1ccc(C(=O)OCC(=O)Nc2nc3c(F)c(F)c(F)cc3s2)cc1OC
-4.9% | CC(=O)c1sc(NC(=O)CCCOc2ccc(Cl)cc2)nc1C
10.6% | Cc1ccc(NC(=S)NC(=O)/C=C/c2ccc(Cl)cc2)cc1
-5.3% | COc1cc(O)oc1C=Nc1ccc(C(=O)O)cc1
-13.3% | Cc1ccc2[nH]c(=O)c(CN(CC3COCCO3)C(=O)Nc3ccccc3C)cc2c1 (configuration not stated)
-10.9%[57.5 µM] | NC(=O)CC(NC(=O)Cc1cccc2ccccc12)c1ccc(NCc2ccccn2)c([N+](=O)[O-])c1 (configuration not stated)
1.5% | Cc1nc(CC(=O)NNS(=O)(=O)c2ccc(F)c(Cl)c2)cs1
-7.4%[57.5 µM] | Cc1ccc(NC(=O)c2sc(N)nc2-c2ccc([N+](=O)[O-])cc2)c(C)c1
11.3% | COC(=O)c1cc(C(=O)Nc2nnc(C3CC3)s2)cc([N+](=O)[O-])c1
-2.1% | CCCn1c(C)nc2c(NCC3CCCN3CC)nc(C)nc21 (configuration not stated)
0.5% | Cn1ncc2c(N3CCC(Cc4ccccc4)CC3)ncnc21
-10.0% | O=C(NC1(C(F)(F)F)N=C(c2ccccc2)NC1=O)c1ccccc1 (configuration not stated)
-9.3%[57.5 µM] | COc1ccccc1OCCNC(=O)C(c1ccccc1)c1ccccc1
4.2%[25.7 µM] | C[C@H]1CC[C@@H]2[C@@H](C)[C@H]3[C@H](C[C@H]4[C@@H]5CC=C6C[C@@H](O[C@]7(O[C@H]8O[C@@H](C)[C@@H](O)[C@@H](O)[C@@H]8O)C[C@@H](O[C@@H]8O[C@H](CO)[C@@H](O)[C@H](O)[C@@H]8O)[C@@H](O)[C@H](CO)O7)CC[C@]6(C)[C@H]5CC[C@@]34C)N2C1
-5.6% | Nc1c(-c2ccccc2)c(CN2CCOCC2)nn1-c1ccc(F)cc1
-2.9% | CC(=O)Nc1ccc(CN2CCCC(CCC(=O)NCc3ccccc3F)C2)cc1 (configuration not stated)
-5.1% | Cc1c(C(=O)O)sc2nc3n(c(=O)c12)CCC3
-1.1% | COc1ccc(CN2CCCC(C(=O)c3ccc(SC)cc3)C2)cc1Cn1cccn1 (configuration not stated)
6.6% | COc1ccccc1OCc1ccc(C(=O)N2CCN(C)CC2)o1
-12.0% | COc1ccccc1C(=O)NC(=O)CSc1cccc[n+]1[O-]
-3.7% | FC(F)(F)c1cccc(NC(=S)NC(c2ccccc2)c2ccccc2)c1
-5.4% | CC1CCCN(CCCOc2ccccc2-c2ccccc2)C1 (configuration not stated)
-16.9% | Cc1cccc(CN2CCN(Cc3cccc4nonc34)CC2CCO)n1 (configuration not stated)
-7.5% | COc1n[nH]c(C(=O)Nc2cc(F)ccc2C)c1[N+](=O)[O-]
0.7%[57.5 µM] | COCCNC(=O)CSc1nc2sc(C)c(C)c2c(=O)n1-c1ccccc1
6.5% | O=C(CSc1ccc(-c2ccccn2)nn1)NCc1ccc(Cl)cc1
7.8% | CCC(NC(=O)CCl)c1ccc(C)cc1 (configuration not stated)
0.8%[57.5 µM] | O=c1[nH]c2c(Br)cnc([N+](=O)[O-])c2[nH]1
-2.1% | CCCCNc1nc2c(c(=O)n(C)c(=O)n2C)n1Cc1cccc(OC)c1
-7.5%[57.5 µM] | CN(C[C@@H](Cc1cccc2ccccc12)N(C[C@H](Cc1ccccc1)N(CCc1ccccc1)N=O)N=O)N=O
-9.3% | COC(=O)Cc1ccc(NC(=S)Nc2cccc(C)n2)cc1
-16.6%[57.5 µM] | CC(=O)C1=C(O)C(=O)N(Cc2ccco2)C1c1cccc(F)c1 (configuration not stated)
-7.7% | Cc1cc(NC(=O)CSc2nnc(-c3ccncc3)n2-c2ccccc2)no1
-4.7% | COc1ccc(-c2cc(C(F)F)n3ncc(C(=O)N4CCc5ccccc54)c3n2)cc1
2.2%[57.5 µM] | COCCN1CCN(Cc2cn(C)nc2-c2ccc(Oc3ccccc3)cc2)CC1
? | CC(C)(C)OC(=O)[C@H]1[C@H](c2ccc([N+](=O)[O-])cc2)C2(C(=O)c3ccccc3C2=O)C2c3ccccc3C=NN21 (some centres not stated)
-4.3% | O=C(N/N=C/c1ccncc1)c1cc2ccccc2o1

# From PubChem BioAssay

# These rows are one share of the data (hit frequency here may not be typical).
